aSyn yeast inh: qHTS of alpha-syn Inhibitors | Yeast expressing alpha-synuclein, growth rescue, BacTiter-Glo, 24 h | Potency, µM (highest dose often 46.1 µM), without a hit: top-dose growth rescue (activation), hits mostly activators | hit rate 0.14% among 370,000 | AID 652106, 2013; further: potency means the concentration at half of the fitted maximal effect; % of control where 0% means no effect; nearly all actives have a fitted effect of over 65% in size
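Screening used galactose-induced yeast with toxic alpha-synuclein levels, exposed to compound for 24 hr at 30 deg C. Cell growth, read with BacTiter-Glo luminescence, gave the measured signal.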
FUS suppressor: qHTS for Suppressors of FUS Proteinopathy: Primary screen using FUS-linked yeast assay | S. cerevisiae FUS-expressing, growth rescue, OD600, 24 h | Potency, µM (highest dose often 76.6 µM), for the others: at the highest dose growth rescue (activation), actives largely listed as activators | hit rate 0.24% among 390,000 | AID 1347120, 2019;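 further: potency means the concentration at half of the fitted maximal effect; plate controls were DMSO vehicle for no effect and reference control for full effect; nearly all actives have a fitted effect of over 55% in size; some results filed as inactive show a strong effect at the top dose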
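S. cerevisiae expressing FUS from galactose induction served as the toxicity model. Growth after 24hr at 30C, read as absorbance at 600 nm, indicates suppression of toxicity; compounds dosed at several concentrations.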
EPAC2 antag: qHTS for Antagonist of cAMP-regulated guanine nucleotide exchange factor 2 (EPAC2): primary screen; AID 720708, 2013; EPAC2 GEF exchange of Rap1B-BODIPY-GDP, fluorescence; hit rate 0.18% among 360,000; Potency, µM (titrated, usually from 114 µM), for the others: at the highest dose activity, negative = inhibition, most hits filed as inhibitors; Rap guanine nucleotide exchange factor 4 (Homo sapiens), Q8WZA2; further: potency means the concentration at half of the fitted maximal effect; on the % scale 0 is the no-effect control and ±100 the full control effect; nearly all actives have a fitted effect of over 45% in size; many of its hits are not listed in these tables
DRD3 agonist: qHTS of D3 Dopamine Receptor Agonist: qHTS; D(3) dopamine receptor (Homo sapiens), P35462; D3R DiscoveRx beta-arrestin cells, luminescence, 90 min; max activation, %; hit rate 0.58% among 410,000; AID 652048, 2013; in the data active means max activation above about 30%; further: 0% is about no effect; mostly tested at two doses, the higher about 12 µM
Target sequence (P35462 whole entry, looked up): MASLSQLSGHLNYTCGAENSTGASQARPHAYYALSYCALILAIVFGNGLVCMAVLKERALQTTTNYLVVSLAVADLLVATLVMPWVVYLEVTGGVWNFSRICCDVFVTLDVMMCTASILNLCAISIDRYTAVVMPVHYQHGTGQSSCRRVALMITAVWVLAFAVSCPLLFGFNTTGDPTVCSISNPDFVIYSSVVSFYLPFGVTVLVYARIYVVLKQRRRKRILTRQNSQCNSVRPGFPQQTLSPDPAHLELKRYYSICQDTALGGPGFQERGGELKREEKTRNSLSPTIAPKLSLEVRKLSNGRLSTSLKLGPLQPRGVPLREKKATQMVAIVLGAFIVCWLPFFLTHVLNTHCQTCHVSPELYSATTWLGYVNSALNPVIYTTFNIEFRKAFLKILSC
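Agonist mode: compounds and dopamine controls were applied to plated cells for 90 min at 37 degrees C after an overnight attachment at 1500 cells/well. Luminescent read-out followed 30 - 60 minutes at room temperature with DiscoveRx detection reagent.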
Abeta yeast res: qHTS for compounds that reverse cellular toxicity of Amyloid beta (A-beta) peptide in yeast: Primary Screen. Potency, µM (series often up to 46.1 µM), without a hit: top-dose growth rescue, usual class: activators. hit rate 0.063% among 410,000. AID 1347071, 2019. yeast expressing A-beta42, growth rescue, OD600, 48 h; response scale: 0% DMSO, 100% iron-clioquinol control; further: potency means the concentration at half of the fitted maximal effect; nearly all actives have a fitted effect of over 55% in size
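Growth rescue measured by 600 nm absorbance after 48 h yeast culture at 30 C with compound. Values normalized between DMSO and an equimolar ferric chloride plus clioquinol control.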
DRD3 antagonist: qHTS of D3 Dopamine Receptor Antagonist: qHTS; max response, negative = inhibition, %; hit rate 2.5% among 360,000; D3R cells, DiscoveRx beta-arrestin luminescence, antagonist mode; active compounds read low; in the data active means max response below about -50%; inconclusive means no clear call, values can overlap the other calls; further: on the % scale 0 is the no-effect control and ±100 the full control effect; mostly tested at two doses, the higher about 12 µM
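Cells expressing the human receptor were seeded at 1500 cells/well, incubated overnight at 37 degrees C in 5% CO2, then exposed to library compounds with dopamine controls for 90 minutes at 37 degrees C before luminescent detection.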
TDP43 rescue: qHTS of TDP-43 Inhibitors | TDP-43 expressing yeast growth rescue, BacTiter-Glo, 24 h | Potency, µM (highest dose often 46.1 µM), for the others: top-dose growth rescue (activation), actives largely listed as activators | hit rate 1.8% among 410,000; further: potency means the concentration at half of the fitted maximal effect; % of control where 0% means no effect; nearly all actives have a fitted effect of over 50% in size
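In this qHTS, compounds that restore growth of yeast expressing TDP-43 appear as activators. Cells (OD600=0.02, galactose medium, raffinose-pregrown) are incubated with compound 24 hr at 30 deg C and growth is quantified by BacTiter-Glo.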
EPAC2 agonist: qHTS for Agonist of cAMP-regulated guanine nucleotide exchange factor 4 (EPAC2): primary screen | Rap guanine nucleotide exchange factor 4 (Homo sapiens), Q8WZA2 | EPAC2 activation, biochemical qHTS; response scale: 100% = 6.5 mM cAMP response | Potency, µM (series often up to 154 µM), for inactives: at the highest dose activation, most hits filed as activators | hit rate 0.079% among 360,000 | AID 720711, 2013; further: potency means the concentration at half of the fitted maximal effect; nearly all actives have a fitted effect of over 50% in size
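Each well held 100 nM EPAC2, 250 nM RAP1B-BODIPY-GDP and 50 uM GDP. Fluorescence, read at 5-min intervals to 30 min, was referenced to a 6.5 mM cAMP positive control.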
Starred values were filed as active, the others as inactive; ? = inconclusive; · = no result given; & = joins results of further samples; [ ] = remark or other dose. Unless noted, the call rests on the fitted dose curve; in most records, active means well fitted curve in the direction sought with a large enough effect; inconclusive means small, poorly fitted or top-dose-only effect, or another doubt; inactive means no such curve, though single readings can be large; an effect the other way counts as inactive or inconclusive. An excerpt; the hit share may differ from the screen's.

| compound | aSyn yeast inh | FUS suppressor | EPAC2 antag | DRD3 agonist | Abeta yeast res | DRD3 antagonist | TDP43 rescue | EPAC2 agonist |
| --- | --- | --- | --- | --- | --- | --- | --- | --- |
| Nc1nnc(SCCOc2ccccc2)s1 | -2% | 19% | -4% | -20 | -7% | 12 | -6% | -4% |
| COc1ccc(NC(=O)CSc2nc(SC)ns2)c(OC)c1 | 5% | 1% | -2% | 5 | 10% | -12 | 10% | 12% |
| O=C(CC1C(=O)OCCN1Cc1ccccc1)Nc1ccc(F)cc1 (stereo unspecified) | · | 10% | · | 0 | -31%[inhibitor] | · | 13µM* | · |
| CCOC(=O)/C(C#N)=C/c1cn(CCOc2ccc(OC)cc2)c2ccccc12 | 11% | 22% | 3% | -2 | -9% | 4 | 2% | 14% |
| CCC(=O)NC(Nc1c(C)n(C)n(-c2ccccc2)c1=O)C(Cl)(Cl)Cl (stereo unspecified) | 2% | -15% | 17% | -5 | -10% | -4 | 0% | 2% |
| CCN(CC)CCCn1c2c(c(SCC(=O)Nc3cccc4ccccc34)nc1=O)CCC2 | 1% | -6% | 18% | -3 | 0% | -11 | -4% | 4% |
| COc1ccc(-c2c(-c3cc(OC)cc(OC)c3)n(C)c3ccc(-c4ccc5c(c4)OCCO5)cc23)cc1 | 1% | 21% | 8% | 0 | 0% | 12 | 9% | 2% |
| O=C(NC1CCCCC1)c1ccc2c(c1)N(Cc1cccc(F)c1)C(=O)c1ccccc1S2 | · | -8% | · | 5 | -6% | · | 13% | · |
| Cn1cnnc1SC/C(O)=C(\C#N)c1nc2ccccc2[nH]1 | 8% | -3% | 3% | 7 | -4% | 6 | 2% | -1% |
| O=C(c1cc2ccccc2o1)N1CCN(Cc2ccc3c(c2)OCO3)CC1 | -1% | 8% | -9% | -20 | 8% | -104* | 17% | 8% |
| O=c1[nH]c(CSc2nnc(NCCCN3CCOCC3)s2)nc2cc(Cl)ccc12 | -10% | 3% | -10%[57.1 µM] | -2 | 8% | -63* | -13% | 6% |
| Cc1onc(-c2ccccc2)c1-c1ccc(S(N)(=O)=O)cc1 | -3% | -26% | 6% | 10&7 | -13% | 17 | 24% | 7% |
| CC(C)c1ccc(S(=O)(=O)c2ccc(NN)cc2)cc1 | 11% | 17% | -16% | -4 | -15% | -2 | 5% | 6% |
| COCCNC(=O)C1CCCN(C(=O)COCc2ccccc2)CC1 (stereo unspecified) | 0% | -3% | 15% | 5 | 3% | 27 | 0% | 1% |
| COc1cccc(C2CC(C(F)(F)F)n3ncc(C(=O)NC(C)(C)C)c3N2)c1 (stereo unspecified) | 3% | 8% | -1% | -1 | 13% | -6 | 13% | -6% |
| O=C(Cc1c(F)cccc1Cl)NCC1CCCO1 (stereo unspecified) | 0% | 4% | 1% | 2 | -9% | -14 | -7% | 9% |
| O=C(Nc1cccc(C(F)(F)F)c1)N1CCC(c2nc(-c3ccc(F)cc3)no2)CC1 | -1% | 34% | -21% | -12 | -4% | 5 | -6% | 0% |
| CCC1CCCCN1C(=O)c1nn(-c2ccc(OC)cc2)c(=O)c2c1c1ccccc1n2C (stereo unspecified) | · | -9% | · | -2 | -8% | · | -11% | · |
| CC(C)Oc1ccc(C(=O)NCCCNC(=O)c2ccccn2)cc1 | -13% | 22% | 3% | -15 | 0% | -14 | -17% | 17% |
| Cc1csc(NC(=O)CSc2nnc(-c3ccoc3C)n2Cc2ccco2)n1 | -1% | 20% | -2% | -3 | 6% | 7 | 8% | 2% |
| COc1cccc(Cn2c(C(C)n3c(-c4cnccn4)nc4ccccc43)nc3ccccc32)c1 (stereo unspecified) | ? | ? | ? | -14 | -12% | -27 | 14µM* | 16% |
| CCOC(=O)C1(Cc2cccc(Cl)c2)CCCN(C(=O)c2cc(CC)on2)C1 (stereo unspecified) | -10% | 26% | -24% | 1 | 3% | 18 | 9% | -2% |
| CCC(C)n1c(=N)c(S(=O)(=O)c2ccccc2)cc2c(=O)n3ccccc3nc21 (stereo unspecified) | -2% | -21% | · | 1 | -8% | · | 23% | · |
| Cc1ccc(-n2ncc3c(SCC(=O)NNC(=O)c4ccco4)ncnc32)cc1 | -1% | -2% | 16% | 6 | -10% | 10 | -19% | -7% |
| COc1ccc(N(Cc2nnc3n2CCCCC3)C(=O)Nc2ccccc2)cc1 | -6% | 4% | -10% | 4 | -3% | -17 | -10% | 15% |
| O=C(O)/C=C/C(=O)NC1CC1 | 9% | -10% | 0% | 13 | 3% | 16 | -10%[1.82 µM] | -4% |
| Cc1cc(C)cc(COn2ccnc2)c1 | -1% | -46% | 2% | 2 | 32% | 1 | 11% | 9% |
| Cc1cc(NS(=O)(=O)c2ccc(NC(=O)Cc3ccc([N+](=O)[O-])cc3)cc2)no1 | -7% | -1% | -18% | 3 | -7% | -10 | -2% | 9% |
| Cc1nc2c(OCc3cccc(Cl)c3)cccn2c1N(C)CC1CC1 | 8% | -8% | 8% | -22 | 5% | -1 | 14% | 14% |
| Cc1cc(C)cc(-n2c(SCC(N)=O)nc3c(oc4ccccc43)c2=O)c1 | · | -7% | · | 7 | -7% | · | 23% | · |
| O=C(NCc1ccco1)C1CCCN1S(=O)(=O)c1ccccc1C(F)(F)F (stereo unspecified) | 0% | -9% | 14% | 4 | 0% | -13 | 0% | 9% |
| COc1ccccc1CNC(=O)c1cc(-c2ccccc2C)n(CC2CC(c3cccc([N+](=O)[O-])c3)=NO2)n1 (stereo unspecified) | 0% | 29% | -4% | -27 | 0% | -17 | -4% | 4% |
| CCOC(=O)c1cc(-c2ccc(C)cc2)n(CCCC(=O)Nc2cc(C)ccc2C)c1 | · | 28% | · | -11 | 1% | · | 10% | · |
| CCOc1ncccc1C(=O)Nc1cc(C(F)(F)F)ccc1N1CCOCC1 | -18% | ? | -3% | 4 | -18% | 20 | 6% | -4% |
| c1ccc(-c2nc(CSc3nnnn3-c3ccccc3)cs2)cc1 | 1% | 8% | -2% | -3 | 4% | -13 | 2% | 10% |
| Cc1cc(SCC#N)n2nc(C)c(-c3ccccc3)c2n1 | 9% | 6% | -3% | -1 | 13% | -17 | ? | 8% |
| COc1ccc(CCNC(=O)c2ccc(OC)c(OC)c2)cc1OC | -5% | 1% | -3% | -7 | -27% | -28 | -9% | 5% |
| Cc1cccc(OC(=O)n2c(=S)oc3cc(Cl)ccc32)c1 | -36%[inhibitor] | · | 10% | 6 | -20% | 2 | -31%[inhibitor] | 0% |
| COc1ccccc1CNC(=O)Cc1csc(NC(=O)Nc2ccccc2OC)n1 | -1% | 28% | 0% | 1 | -4% | 10 | 22% | 6% |
| Cc1nc2ccc(NC(=O)N3CCC(c4ccccc4)C3)cc2nc1C (stereo unspecified) | -2% | 28% | 4% | -2 | -8% | -9 | 2% | -4% |
| CCc1ccc(/C=C(\Cl)c2nc3cc(Cl)ccc3c(=O)[nH]2)cc1 | 1% | 15% | -1% | 1 | 4% | 4 | 9% | 1% |
| CCCS(=O)(=O)c1nc(S(=O)(=O)c2ccc(C)cc2)c(N2CC(C)OC(C)C2)s1 (stereo unspecified) | 11% | -2% | -17% | -17 | -8% | 12 | 8% | 1% |
| Cc1ccc(S(=O)(=O)NCCC(=O)NNC(=O)C2COc3ccccc3O2)cc1 (stereo unspecified) | -6% | 7% | 2% | 3 | 25% | 4 | 17% | -1% |
| COc1cc(/C=C(\C#N)C(=O)Nc2ccccc2C(=O)O)cc(Cl)c1OC | -4% | 4% | ? | -8 | -14% | -8 | -15% | 8% |
| C[C@H](CO)N1C[C@H](C)[C@@H](CN(C)Cc2ccc(O)cc2)OCc2cnnn2CCCC1=O | -8% | -23% | 5% | 2 | -9% | 4 | 17% | 6% |
| O=C(O)C1CSC2(c3ccc(F)cc3)CCC(=O)N12 (stereo unspecified) | 0% | 11% | -1% | -16 | 25% | 1 | · | 4% |
| Cc1ccc(Nc2c(-c3ccc(N4CCOCC4)cc3)nc3ncccn23)cc1 | 6% | -21%&6% | 0% | -11&4 | -9%&5% | 4 | 6%&25% | 4% |
| CCOC(=O)C1(Cc2ccc(OC)cc2)CCN(C(=O)c2cccc3nccnc23)CC1 | -4% | -16% | 2% | -2 | 3% | -23 | -9% | 6% |
| O=C(NCc1n[nH]c(=S)n1-c1ccc(Br)cc1)c1cccs1 | -1% | 22% | -3% | -6 | -8% | -12 | 14%[9.22 µM] | 8% |
| O=C(NC1CCCCC1)C(c1ccc(F)cc1)N(Cc1ccc2c(c1)OCO2)C(=O)c1cnsn1 (stereo unspecified) | -4% | -11% | -5% | -20 | -5% | 0 | -3% | 3% |

Gathered by group, the compounds so far with a nitro group on carbon
| compound | aSyn yeast inh | FUS suppressor | EPAC2 antag | DRD3 agonist | Abeta yeast res | DRD3 antagonist | TDP43 rescue | EPAC2 agonist |
| --- | --- | --- | --- | --- | --- | --- | --- | --- |
| Cc1cc(NS(=O)(=O)c2ccc(NC(=O)Cc3ccc([N+](=O)[O-])cc3)cc2)no1 | -7% | -1% | -18% | 3 | -7% | -10 | -2% | 9% |
| COc1ccccc1CNC(=O)c1cc(-c2ccccc2C)n(CC2CC(c3cccc([N+](=O)[O-])c3)=NO2)n1 (stereo unspecified) | 0% | 29% | -4% | -27 | 0% | -17 | -4% | 4% |

(list continues)
| compound | aSyn yeast inh | FUS suppressor | EPAC2 antag | DRD3 agonist | Abeta yeast res | DRD3 antagonist | TDP43 rescue | EPAC2 agonist |
| --- | --- | --- | --- | --- | --- | --- | --- | --- |
| CCN(CC)CCN(C(=O)CN1C(=O)c2ccccc2C1=O)c1nc2cc3c(cc2s1)OCO3 | 2% | 17% | -4% | -18 | -6% | -5 | -8% | 14% |
| Fc1ccc(/C=N/Nc2ccccn2)cc1 | -2% | -10% | -1% | -1 | -2% | 14 | 15% | 5% |
| COc1cccc(NC(=S)/C(=C(\[O-])c2cc(C)n(-c3ccccc3F)c2C)[n+]2ccc(N(C)C)cc2)c1 | -3% | ? | -8% | -11 | 1% | 0 | -12% | 9% |
| COC(=O)CN(c1ccccc1F)S(=O)(=O)c1ccccc1 | 6% | 19% | 1% | 1 | 14% | 18 | ? | 2% |
| Cn1c(C(=O)N2CCC(C(=O)N3CCN(c4ccccc4)CC3)CC2)cc2sccc21 | · | 6% | · | 14 | 3% | · | 2% | · |

Bioassay records from PubChem BioAssay.
